Screens (PubChem)
SSB-PriA inh = K. pneumoniae PriA-SSBct interaction inhibition. inhibition, % at 33 µM. AlphaScreen SSBct-PriA binding, biotinylated peptide. actives 0.6% (n = 430,000); in the data active means inhibition mostly above about 37%, no sharp cut-off; inactive means mostly below about 20%;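 further: plate controls were negative control peptide for no effect and reference peptide for full effect; strong numbers were not always called active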
* = called active by the depositor; & = joins results of further samples. These rows are one share of the data (hit frequency here may not be typical).

molecule,SSB-PriA inh
CN(C)S(=O)(=O)c1ccc(C(=O)NCCn2ncc3c(=O)n(Cc4cccc([N+](=O)[O-])c4)cnc32)cc1,1
CC(=NNC(=O)COc1ccc([N+](=O)[O-])cc1)C(C)(C)C,-20
O=C(NCc1nnnn1-c1ccc(Cl)cc1)C12CC3CC(CC(C3)C1)C2,-7
COCC(=O)N1CCc2nc(NC(=O)C3CCC3)sc2C1,4
O=C(Cc1ccccc1Cl)N[C@H](c1cccnc1)C1CCOCC1,0
Cc1cc(NC(=O)c2cc(-c3ccc4c(c3)OCO4)on2)no1,-7
O=C(c1ccsc1)N1CCC(CSC2=NCCS2)CC1,7
Cc1nc(-n2cccc2)sc1C(=O)N1CCC(n2ccnn2)CC1,-6
COc1cc2nc(Nc3ccc(Br)cc3)sc2cc1OC,-9&14
COC(=O)c1ccc(S(=O)(=O)N2CCC(Cn3ccnc3C)CC2)cc1,-9
O=C(NCCN1CCN(C(=O)CCCN2C(=O)c3ccccc3C2=O)CC1)c1ccsc1,-23
Cc1ccc(C(=O)NCCOc2ccc(F)cc2)cc1,-18
O=C(Nc1ccn2nccc2c1)c1ccc2c(c1)OCO2,-12
CCOc1ccc(C=NNC(=O)c2nnn(-c3nonc3N)c2CN(C)C2CCCCC2)cc1,2
COc1cc(C=Nn2nnnc2Nc2ccccc2)cc(OC)c1OC,-19
Cc1nc(N2CCN(S(=O)(=O)Cc3ccccc3F)CC2)cc(C(F)(F)F)n1,-12
O=C(O)c1cccc2c1-c1ccccc1C2=NNc1ccccc1,11
Cc1nnsc1C(=O)NCC1CCN(c2ccccn2)CC1,-15
Cc1ccc(NC(=O)C(=O)NCC2CCN(Cc3cccs3)CC2)cc1C,-11
N#Cc1ccc(S(=O)(=O)N2CCC[C@H](Oc3cccnn3)C2)cc1,-14
CS(=O)(=O)Nc1ccc2c(c1)N(C(=O)c1cccs1)CC2,-3
O=S(=O)(Cc1ccccc1Cl)NCCN1CCN(c2ccc(F)cc2)CC1,-8
CSc1ccc(C=NNc2nncn2N)cc1,-12
CCc1c(C(=O)NN=Cc2ccc(OCc3ccc(F)cc3)c(OC)c2)nnn1-c1nonc1N,-8
CCOC(=O)c1c(C)oc2ccc(N(C(C)=O)S(=O)(=O)c3ccc(OCC)cc3)cc12,7
CN(C)S(=O)(=O)Nc1cccc(OC(=O)N2CCCCC2)c1,-1
Cc1ccsc1C=NNC(=O)c1nnn(-c2nonc2N)c1C,4
Cc1cccc(Cn2c(=O)c3nscc3n(CC(=O)NCc3ccco3)c2=O)c1,2
O=C(Cn1cc(C(F)(F)F)ccc1=O)NN=Cc1ccccc1O,2
O=C(c1cc(-c2cccs2)[nH]n1)N1CCC(n2ccnn2)CC1,0
CN1CCN(C(CNC(=O)COc2ccccc2F)c2ccc3c(c2)CCN3C)CC1 (stereo not drawn),16
CNC(=O)NC1CC(=O)N(c2ccc(OC)c(OC)c2)C1 (stereo not drawn),-11
COc1ccc(-c2nc(CCNC(=O)c3ccc(-n4ccnc4C)nn3)cs2)cc1,16
CC(=NNC(=S)NCCc1ccccc1)c1cccc(Br)c1,8
O=C(c1ccsc1)N1CCN(c2ccc(-n3cncn3)nn2)CC1,-9
O=C(O)c1cc(S(=O)(=O)NC2CCC(Oc3ncccn3)CC2)ccc1F (stereo not drawn),-9
CO[C@@H](CNC(=O)c1cc(C)oc1C)c1ccc(C)s1,-4
O=C(NCc1cccs1)C(=O)NCC(c1ccco1)N1CCc2ccccc2C1 (stereo not drawn),-13
O=C(CSc1nc2ccccc2o1)Nc1ccc(Oc2ccccc2)cc1,-11
O=C(Nc1ccc(S(=O)(=O)Nc2nccs2)cc1)C1(c2cc(-c3ccccc3)on2)CC1,28
COc1ccc(C=NNC(=O)c2cc(OCC(F)(F)F)ccc2OCC(F)(F)F)cc1,-10
CN(Cc1ccco1)S(=O)(=O)c1ccc(C(=O)Nc2nnc(-c3ccc(F)cc3)o2)cc1,-13
O=c1oc2ccc3ccccc3c2cc1-c1nc2ccccc2[nH]1,-15
Cc1ccc2nc(C)cc(NN=Cc3cccc(O)c3)c2c1,-1
CCOC(=O)c1c(N=Cc2cccc(C)c2O)sc2c1CCN(C)C2,32
Cc1cc(C=Nn2cnnc2)c(C)n1-c1ccc(OCc2ccccc2F)cc1,2
COc1ccccc1-c1csc(NC(=O)c2cc([N+](=O)[O-])cc([N+](=O)[O-])c2)n1,0
Clc1ccc(C=NNc2nnc(-c3ncc[nH]3)c3ccccc23)cc1,6
CSc1ccc2nc(Nc3nc4ccc5sc(C)nc5c4s3)sc2c1,5
Cc1cc(NC(=O)COc2ccc(Cl)cc2Cl)n(C)n1,-4
NC(=O)c1oc2ccccc2c1NC(=O)/C=C/c1cccc([N+](=O)[O-])c1,-9
COc1ccc(C(=O)NCc2ccc(C(=O)c3ccco3)s2)cc1F,-11
COc1ccc(OC)c2sc(N(CCN3CCOCC3)C(=O)Cn3c(=O)oc4ccccc43)nc12,10
O=S(=O)(c1cccs1)N1CCC(c2nc(-c3cccs3)no2)CC1,-13
COc1cc(C=NNC(=O)c2cccc(N3CCCC3=O)c2)ccc1O,1
O=C(NCc1nc2ccccc2[nH]1)C1CCN(c2cc(C3CC3)ncn2)CC1,-3
Cc1c(Cl)cccc1S(=O)(=O)NCCn1nc(-c2cccnc2)n(C2CC2)c1=O,-12
O=C(Cc1ccc(F)cc1F)N1CCN(c2cc(C(F)(F)F)ncn2)CC1,-1
CN(c1ccsc1C(=O)Nc1cccc(OC(F)(F)F)c1)S(=O)(=O)c1ccccc1,-12
CC(C)n1nccc1C(=O)N1CCN(c2nc3ccc(OC(F)(F)F)cc3s2)CC1,1

(continued)
SMILES | SSB-PriA inh
COc1ccc(-c2noc(-c3c(SC)nn(CC(=O)NCc4ccccc4)c3N)n2)cc1OC | -17
O=C(O)CSc1ccc2ccccc2c1Br | -7
CCOc1c(C)cc(S(=O)(=O)Nc2ccc3c(c2)CN(C(=O)C(C)C)CC3)cc1C | 10
CCOc1ccc(N(C)S(=O)(=O)c2ccsc2C(=O)NCc2ccccc2C(F)(F)F)cc1 | -24
CS(=O)(=O)N1CCC(C(=O)N2CCC(Oc3ccc(C(F)(F)F)cn3)CC2)CC1 | 0
COC(=O)CSc1nnc(C(C)C)c2cnn(-c3ccccc3OC)c12 | -2&2
O=C(NCCC1=CCCCC1)C(=O)NCC(c1ccc2c(c1)OCO2)N1CCOCC1 (stereo not drawn) | -11
O=C(CC1SC(=NN=C2CCCCCC2)NC1=O)Nc1ccccc1C(F)(F)F (stereo not drawn) | -14
COc1ccc(S(=O)(=O)Nc2ccc3c(c2)OCC(C)(C)C(=O)N3)cc1OC | -30
COc1ccc(S(=O)(=O)NCC2CCN(Cc3ccco3)CC2)cc1F | 2
COc1ccccc1NC(=O)CSc1ccc(-c2cccnc2)nn1 | -7
Cn1nnc2c(NCCC3=CCCCC3)ncnc21 | 14
O=C(Cc1cccs1)Nc1nnc(-c2ccccc2Cl)s1 | 1
COc1ccccc1/C=C(\C#N)S(=O)(=O)c1ccc(C)cc1 | -16
O=C(NCC1CCN(Cc2ccco2)CC1)C(=O)Nc1ccon1 | -13&-5
Brc1cccc2sc(N3CCN(c4nc5c(Br)cccc5s4)CC3)nc12 | 8
O=C(N/N=C\c1ccco1)c1ccccc1Br | -23
C=CCn1c(SCC(=O)Nc2cccc3ccccc23)nc2scc(-c3ccco3)c2c1=O | 1
CC(C)CS(=O)(=O)C1CN(C(=O)C(C)(C)Oc2ccc(Cl)cc2)C1 | -3
Cc1ccc(NC(=O)c2cncc(Br)c2)cc1N1CCCC1=O | -4
Cc1csc(NC(=O)CN(C)c2nc3c(C(F)(F)F)cccc3s2)n1 | -7
O=C(CNCc1ccco1)Nc1ncc(Cc2cc(C(F)(F)F)ccc2Cl)s1 | -12
Cc1ccc(NS(=O)(=O)c2cccc(C)c2)cc1 | -10
O=C(NCc1ccc([C@@H](O)c2cccs2)s1)c1nc2ccccc2s1 | -5
CCC(CC)C(=O)NCC(c1ccsc1)N1CCN(C)CC1 (stereo not drawn) | -7
N#CCCn1cc(C=NNC(N)=S)c(-c2ccccc2)n1 | -4
COCCn1c(SC/C=C/c2ccccc2)nc2c([nH]c3ccccc32)c1=O | -10
O=C(NCCn1nc(C2CC2)n(-c2ccccc2)c1=O)c1ccc(-n2cccc2)cc1 | 13
COc1ccc(NC(=O)Cn2ncn3nc(-c4ccc(F)cc4)cc3c2=O)cc1Cl | 6
CCOc1ccc(-n2c(C)cc(C=NNC(=O)C(N)=O)c2C)cc1 | 3
C=CCn1c(COc2ccccc2)nnc1SCC(=O)NN=Cc1ccc(C)cc1 | -1
CCN1C(=c2sc(=C3C(=O)N(c4ccccc4)N=C3C)n(CC)c2=O)C=Cc2ccccc21 | 12
C[C@H](O)CN1CCN(C(=O)NCc2ccc(Cl)cc2)CC1 | -3
C[C@@H]1Oc2ccc(Cl)cc2CN(c2ccc3c(c2)OCCO3)C1=O | -10
O=C(c1ccc(S(=O)(=O)N2CCc3ccccc32)cc1)N1CCN(c2nc3ccc(Cl)cc3s2)CC1 | -11&-5
CCC(C(=O)NN=C(C)c1cccnc1)c1ccccc1 (stereo not drawn) | -15
O=C(NCCc1cccs1)c1cnn2c1OCCC2 | -15
O=C(C[C@H]1C/C=C/CC[C@H](Cc2ccc(F)cc2)C(=O)OC[C@H]2CCCN2C1=O)NCCO | -5
CCSc1ccc(CC(=O)Nc2nc(-c3cccnc3)cs2)cc1 | -5
COc1ccc(CCC(=O)NCC#CCN(C(C)C)C(C)C)cc1 | -4

As entered above.
`CCSc1ccc(CC(=O)Nc2nc(-c3cccnc3)cs2)cc1` in SSB-PriA inh is listed with -5
`C[C@H](O)CN1CCN(C(=O)NCc2ccc(Cl)cc2)CC1` in SSB-PriA inh is listed with -3
`O=C(C[C@H]1C/C=C/CC[C@H](Cc2ccc(F)cc2)C(=O)OC[C@H]2CCCN2C1=O)NCCO` in SSB-PriA inh is listed with -5

(list continues)
SMILES | SSB-PriA inh
COc1ccc(OC)c(S(=O)(=O)Cc2nc(-c3ccc(OC)c(OC)c3)no2)c1 | -3
CC12CC[C@H]3[C@@H](CCC4(O)C[C@H](O)CCC34C=NNC(=O)Cc3ccccc3)C1(O)CCC2C1=CC(=O)OC1 (stereo partly drawn) | -7
COC(=O)c1ccc(NC(=O)CCc2csc(NC(=O)c3ccc[nH]c3=O)n2)cc1 | 4
O=C(CSc1ccc(-c2ccc(-n3ccnc3)cc2)nn1)Nc1ccccc1C(F)(F)F | -11&6
COc1ccc(C=Nn2cnc3c([nH]c4ccc(Br)cc43)c2=O)cc1CN1CCOCC1 | -7
COc1ccc(-n2c(N)c(C(=O)NCc3cccs3)c3nc4ccccc4nc32)cc1 | -42
Cc1nc2sccn2c(=O)c1NC(=O)c1ccc(C(C)(C)C)cc1 | -9
CON=CC(=NNc1ccccc1)C(=O)c1ccccc1 | -13

Another view of some results above.
smiles: COc1ccc(OC)c(S(=O)(=O)Cc2nc(-c3ccc(OC)c(OC)c3)no2)c1
  SSB-PriA inh: -3
smiles: CC12CC[C@H]3[C@@H](CCC4(O)C[C@H](O)CCC34C=NNC(=O)Cc3ccccc3)C1(O)CCC2C1=CC(=O)OC1 (stereo partly drawn)
  SSB-PriA inh: -7
smiles: COC(=O)c1ccc(NC(=O)CCc2csc(NC(=O)c3ccc[nH]c3=O)n2)cc1
  SSB-PriA inh: 4

Further compounds follow:
SMILES | SSB-PriA inh
O=C(Cn1cnc(-c2ccccc2)cc1=O)NCCn1ncccc1=O | 4
O=C(CSc1ccc(-c2ccco2)nn1)Nc1ccc(Cl)c(Cl)c1 | -6
COc1ccc(-c2nc(C)c(CCNC(=O)C3CCCCC3)s2)cc1OC | -27
O=C(CCN1CCN(C(c2ccccc2)c2ccccc2)CC1)N/N=C\c1cc(Br)ccc1O | 19
COc1ccc(Cl)cc1NC(=O)CN1CCN(c2ccccc2F)CC1 | -8
NCCn1ncc2c(=O)n(Cc3cccc(F)c3)cnc21 | -10
NS(=O)(=O)c1ccc(CCNC(=O)c2n[nH]c3ccccc23)cc1 | -6
COCCc1nnc(NC(=O)CSc2ccc(Cl)cc2)o1 | 10
CCCn1c(=O)c2ccc(C(=O)NCC(C)C)cc2n2c(=O)n(Cc3ccc(F)cc3Cl)nc12 | -2
Cn1cccc1Cc1nnc(SCC(=O)Nc2ccc3c(c2)OCCO3)n1-c1ccccc1 | 71
CCC(OCC(O)CN1CCC(Cc2ccccc2)CC1)c1ccccc1 (stereo not drawn) | 6
CC1=C([N+](=O)[O-])C(c2ccccc2F)N(C)C(=O)N1C (stereo not drawn) | 4
O=C(Nc1cccc(Cl)c1)N(C1=NCCC1)c1ccc(F)cc1 | -4
NCCn1nc(-c2ccco2)ccc1=O | -16
CCOC(=O)c1ccc(NS(=O)(=O)c2c(-c3ccc(Cl)cc3)csc2C(=O)OC)cc1 | -1
CSCc1ccc(C(=O)Nc2nc(-c3ccccn3)cs2)cc1 | 114*
COC(=O)c1ccc(S(=O)(=O)NCCn2ccc(-c3ccsc3)n2)cc1 | 7
O=C(CSc1nc2ccccc2[nH]1)NN=C/C=C\c1ccccc1[N+](=O)[O-] | 7
COc1ccc(S(=O)(=O)N2CCN(c3ccc4nnc(C)n4n3)CC2)cc1F | -10
NC(=NOC(=O)/C=C/c1ccccc1)c1cccnc1 | -11
CCCOc1ccc(S(=O)(=O)Nc2ccc3c(c2)CCCN3S(=O)(=O)CC)cc1 | 2
COc1ccc(CNC(=O)NCC2CC(=O)N(Cc3ccc(F)cc3)C2)cc1 (stereo not drawn) | -4
O=C(Cn1nc(-c2ccco2)c2sc(N3CCOCC3)nc2c1=O)OCc1ccccc1 | 7
O=C(Cn1nc2n(c(=O)c1=O)CCN2c1ccc(F)cc1)NCc1ccco1 | -10
O=C(O)c1cccc(-c2ccc(/C=c3\sc4nc5ccccc5n4c3=O)o2)c1 | -6

Some of the entries so far, with each value named.
> COc1ccc(S(=O)(=O)N2CCN(c3ccc4nnc(C)n4n3)CC2)cc1F
- SSB-PriA inh = -10
> NC(=NOC(=O)/C=C/c1ccccc1)c1cccnc1
- SSB-PriA inh = -11
> CCCOc1ccc(S(=O)(=O)Nc2ccc3c(c2)CCCN3S(=O)(=O)CC)cc1
- SSB-PriA inh = 2
> COc1ccc(CNC(=O)NCC2CC(=O)N(Cc3ccc(F)cc3)C2)cc1 (stereo not drawn)
- SSB-PriA inh = -4
